SMN2 splice enh – qHTS Assay for Enhancers of SMN2 Splice Variant Expression. Potency, µM (titrated, usually from 46.1 µM), for inactives: top-dose activity change, positive = activation, hits mostly activators. AID 1458, 2008. 2.8% of 210,000 active. HEK293 SMN2-luciferase splicing reporter, luminescence, 30-36 h; note: % of control where 0% means no effect; nearly all actives have a fitted effect of over 55% in size
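HEK293 cells carry an SMN2 […]–luciferase reporter in which exon 7 inclusion puts luciferase in frame. Cells were plated 10-12 h before compound addition, then incubated 30-36 h at 37C. ONE-Glo luminescence was read; sodium butyrate at 4.5 mM final served as control.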
JMJD2E inh – qHTS Assay for Inhibitors of Human Jumonji Domain Containing 2E (JMJD2E) | Lysine-specific demethylase 4E (Homo sapiens), B2RXH2 | JMJD2E catalytic domain, FDH-coupled NADH fluorescence (FDH is formaldehyde dehydrogenase) | Potency, µM (top dose mostly 57.1 µM), for inactives: top-dose activity change, negative = inhibition, usual class: inhibitors | 1.6% of 230,000 active | AID 2147, 2009; active = well fitted inhibition curve with a large enough effect, not every such curve was filed as active; inconclusive = small, poorly fitted or top-dose-only effect, or another doubt; inactive = no such curve, though single readings can be large or run the other way;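 note: 0% = wells with enzyme and -100% = buffer wells without enzyme; nearly all actives have a fitted effect of over 50% in size; many of its hits are not listed in these tables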
Target sequence (B2RXH2 1-337 limits assumed): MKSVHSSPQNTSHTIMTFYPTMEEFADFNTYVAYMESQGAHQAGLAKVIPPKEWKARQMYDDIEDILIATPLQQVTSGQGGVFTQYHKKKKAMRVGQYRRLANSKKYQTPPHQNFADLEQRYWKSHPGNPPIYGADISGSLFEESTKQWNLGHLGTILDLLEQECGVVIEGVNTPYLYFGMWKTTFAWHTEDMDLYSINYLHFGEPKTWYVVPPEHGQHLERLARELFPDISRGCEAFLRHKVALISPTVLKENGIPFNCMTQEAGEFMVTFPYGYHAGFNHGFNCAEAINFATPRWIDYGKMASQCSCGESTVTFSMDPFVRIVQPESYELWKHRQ
L3MBTL1 inh – qHTS Assay for the Inhibitors of L3MBTL1 | AlphaScreen L3MBTL1–H3K9me1 peptide binding | AID 485360, 2010 | Lethal(3)malignant brain tumor-like protein 1 (Homo sapiens), Q9Y468 | Potency, µM (highest dose often 57.1 µM), for inactives: at the highest dose activity, negative = inhibition, actives largely listed as inhibitors | 0.66% of 230,000 active; note: % is set by controls: 0 for no effect and ±100 for the full control effect; nearly all actives have a fitted effect of over 60% in size
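Displacement of a biotinylated histone H3(1-15) peptide monomethylated at Lys9 (75 nM) from L3MBTL1 (50 nM) was measured by AlphaScreen after a 30 min room-temperature compound incubation; cefsulodin titration served as intraplate control.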
LMNA splice mod – qHTS Assay for Modulators of Lamin A Splicing; HeLa LMNA splicing GFP/RFP minigene ratio, 48 h; Potency, µM (top dose mostly 46.1 µM), inactives show top-dose ratio change, negative = inhibition, most hits filed as inhibitors; AID 1487, 2009; 0.01% of 200,000 active; active = well fitted inhibition curve with a large enough effect in the signal ratio, with a control signal flat, not every such curve was filed as active; inconclusive = small, poorly fitted or top-dose-only effect, or effect the other way, or a change in a side signal; the % refers to the signal ratio; note: % is set by controls: 0 for no effect and ±100 for the full control effect
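S3 HeLa cells stably expressing lamin A-EGFP splicing minigene plus DsRed2, 600 cells/well, 48 h compound exposure at 37C. Laser-scanning cytometry; analysed as GFP (500-530 nm)/RFP (575-640 nm) total intensity ratio; 0.5% DMSO vehicle.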
Luc counter – Counterscreen for Luciferase (Kinase-Glo TM) Inhibition; Luciferin 4-monooxygenase (Photuris pensylvanica), Q27757; Kinase-Glo luciferase, ATP luminescence, 8 min; Potency, µM (top dose mostly 38.3 µM), without a hit: at the highest dose activity change, negative = inhibition, most hits filed as inhibitors; 0.28% of 200,000 active; AID 1379, 2008; note: % is set by controls: 0 for no effect and ±100 for the full control effect; nearly all actives have a fitted effect of over 60% in size
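Substrate mix (final 50 mM imidazole pH 7.2, 50 mM KCl, 7 mM MgCl2, 10 uM ATP, 0.01% Tween 20, 0.05% BSA) plus pin-tool compound, then Kinase-Glo detection mix; 8 min ambient, luminescence read.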
ALDH1A1 inh – qHTS Assay for Inhibitors of Aldehyde Dehydrogenase 1 (ALDH1A1); Potency, µM (top dose mostly 75.3 µM), without a hit: at the top dose activity, negative = inhibition, usual class: inhibitors; Purified ALDH1A1, NADH fluorescence, propionaldehyde substrate; AID 1030, 2008; 7.3% of 220,000 active; active = well fitted inhibition curve with a large enough effect, not every such curve was filed as active; inconclusive = small, poorly fitted or top-dose-only effect, or another doubt; inactive = no such curve, though single readings can be large or run the other way;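 note: plate controls were no enzyme wells and a reference inhibitor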
Target sequence (P00352 whole entry, looked up): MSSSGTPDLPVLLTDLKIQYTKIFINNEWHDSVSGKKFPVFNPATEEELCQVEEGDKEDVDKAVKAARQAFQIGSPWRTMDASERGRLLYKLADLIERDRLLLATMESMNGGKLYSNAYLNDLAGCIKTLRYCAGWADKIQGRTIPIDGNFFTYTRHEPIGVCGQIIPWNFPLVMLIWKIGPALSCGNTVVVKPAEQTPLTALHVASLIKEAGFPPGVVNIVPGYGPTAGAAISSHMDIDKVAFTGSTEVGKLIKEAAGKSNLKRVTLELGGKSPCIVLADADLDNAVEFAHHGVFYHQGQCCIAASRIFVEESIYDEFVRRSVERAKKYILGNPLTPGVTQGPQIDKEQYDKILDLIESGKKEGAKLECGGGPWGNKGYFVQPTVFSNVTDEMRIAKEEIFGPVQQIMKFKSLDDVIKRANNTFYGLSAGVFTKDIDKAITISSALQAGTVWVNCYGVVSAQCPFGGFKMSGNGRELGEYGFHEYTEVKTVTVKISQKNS
RECQ1 inh – qHTS Assay for Inhibitors of RecQ-Like Dna Helicase 1 (RECQ1). RECQ1 DNA unwinding, red fluorescence kinetic read. Potency, µM (titrated, usually from 57.3 µM), without a hit: at the highest dose activity, negative = inhibition, hits mostly inhibitors. 0.54% of 240,000 active. AID 2549, 2010;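 note: plate controls were vehicle for no effect and no enzyme for full effect; nearly all actives have a fitted effect of over 30% in size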
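RECQ1T1 50 nM; forked duplex (20 bp + 30-nt ss tails) 200 nM, ATP 2 mM final; pH 8.0, 2 mM MgCl2, 2.5 ug/ml poly(dI-dC); 15 min compound preincubation; discontinuous kinetic read over 2 h at RT.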
Tau fibril ThT – qHTS for Inhibitors of Tau Fibril Formation, Thioflavin T Binding. Microtubule-associated protein tau (Homo sapiens), P10636. recombinant tau K18 P301L (four-repeat tau fragment), heparin-induced fibrillization, ThT fluorescence. Potency, µM (top dose mostly 57.4 µM), for the others: top-dose activity, negative = inhibition, most hits filed as inhibitors. 2.1% of 270,000 active; note: % is set by controls: 0 for no effect and ±100 for the full control effect; nearly all actives have a fitted effect of over 55% in size
Target sequence (P10636 561-689 P618L limits assumed): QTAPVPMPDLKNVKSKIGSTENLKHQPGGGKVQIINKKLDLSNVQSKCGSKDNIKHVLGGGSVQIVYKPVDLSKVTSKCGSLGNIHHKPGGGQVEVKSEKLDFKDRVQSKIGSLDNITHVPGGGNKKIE
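Tau K18 P301L fragment (15 uM unlabeled plus 0.24 uM Alexa 594-labeled) in 100 mM sodium acetate pH 7 with compound, fibrillization induced by 20 uM heparin for 6 hr at 37 C. Thioflavin T (30 uM) added, fluorescence read after 1 hr (ex 450, em 510 nm).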
Active calls of the source: *; [ ] = remark or other dose. Unless noted, calls come from the whole dose curve; as a rule, active = well fitted curve in the direction sought with a large enough effect; inconclusive = small, poorly fitted or top-dose-only effect, or another doubt; inactive = no such curve, though single readings can be large; an effect the other way counts as inactive or inconclusive. Potency is the fitted concentration of half-maximal effect.

What do the screens show for `COc1ccccc1-c1cc(C(F)(F)F)n2ncc(S(=O)(=O)c3ccccc3)c2n1`?
SMN2 splice enh: -7.6%; JMJD2E inh: inconclusive; L3MBTL1 inh: 13.2%; LMNA splice mod: -1.9%; Luc counter: 0.2%; ALDH1A1 inh: inconclusive; RECQ1 inh: -7.0%; Tau fibril ThT: -4.9%

What do the screens show for `COc1ccc(-c2cn(-c3ccc(SC(F)F)cc3)c3[n+]2CCC3)cc1OC`?
SMN2 splice enh: -0.4%; JMJD2E inh: -7.0%; L3MBTL1 inh: 2.2%; LMNA splice mod: -14.8%; Luc counter: -4.8%; ALDH1A1 inh: 1.3%; RECQ1 inh: -8.8%; Tau fibril ThT: -3.0%

Results for Cc1ccccc1CS(=O)(=O)CCC(=O)NCc1ccccn1 ?
SMN2 splice enh: 13.8%; JMJD2E inh: 9.9%; L3MBTL1 inh: 7.8%; LMNA splice mod: 12.5%[0.0737 µM]; Luc counter: 0.1%; ALDH1A1 inh: -8.1%; RECQ1 inh: 5.2%; Tau fibril ThT: -1.3%

How did CCCCCc1ccc(S(=O)(=O)NCCc2ccncc2)cc1 do in these assays?
SMN2 splice enh: -57.6%[inhibitor]; JMJD2E inh: -5.5%; LMNA splice mod: inconclusive; Luc counter: -1.3%; ALDH1A1 inh: -9.3%; RECQ1 inh: -11.8%; Tau fibril ThT: -11.9%

Results for COc1ccccc1N(CC(O)COc1c(C)cc(C)cc1C)S(=O)(=O)c1ccccc1 (configuration not stated) ?
SMN2 splice enh: -24.6%; JMJD2E inh: -17.9%; L3MBTL1 inh: -0.8%; LMNA splice mod: inconclusive; Luc counter: 3.6%; ALDH1A1 inh: -6.4%; RECQ1 inh: -21.6%; Tau fibril ThT: -11.5%

What do the screens show for `Cc1cc(C)c(OCC(=O)Nc2ccc(NC(=O)c3ccco3)cc2)c([N+](=O)[O-])c1`?
SMN2 splice enh: 13.8%; JMJD2E inh: 1.4%; L3MBTL1 inh: -14.5%; LMNA splice mod: -2.0%; Luc counter: 0.0%; ALDH1A1 inh: -3.8%; RECQ1 inh: -1.7%; Tau fibril ThT: inconclusive

Results for Cc1ccc(NC(=O)COC(=O)c2ccn(C)n2)cc1 ?
SMN2 splice enh: -7.7%; JMJD2E inh: 0.3%; L3MBTL1 inh: 1.7%; LMNA splice mod: -12.6%; Luc counter: 2.6%; ALDH1A1 inh: -8.2%; RECQ1 inh: 0.8%; Tau fibril ThT: -2.6%

How did COC(=O)CSc1nnc(CNC(=O)c2cc(OC)c(OC)c(OC)c2)n1C do in these assays?
JMJD2E inh: 0.6%; L3MBTL1 inh: 15.4%; LMNA splice mod: -3.7%; ALDH1A1 inh: -10.4%; RECQ1 inh: -3.1%; Tau fibril ThT: inconclusive

What do the screens show for `CCC1(COC(=O)Nc2cccc(Cl)c2)COC1`?
SMN2 splice enh: -17.4%; JMJD2E inh: 0.3%; L3MBTL1 inh: 4.9%; LMNA splice mod: 3.5%; Luc counter: -1.3%; ALDH1A1 inh: -0.2%; RECQ1 inh: 8.8%; Tau fibril ThT: -1.1%

How did NS(=O)(=O)c1ccc(CCNC(=O)Cc2ccc(S(=O)(=O)N3CCCC3)s2)cc1 do in these assays?
JMJD2E inh: -25.8%; L3MBTL1 inh: inconclusive; RECQ1 inh: -13.1%; Tau fibril ThT: -8.7%

Results for CCN(CC)S(=O)(=O)c1ccc(/C=C/C(=O)Nc2ccccc2N2CCOCC2)cc1 ?
JMJD2E inh: -11.5%; L3MBTL1 inh: -7.1%; RECQ1 inh: -3.8%; Tau fibril ThT: -9.3%

Results for COCC1CCCN(Cc2nc(Cc3ccccc3)no2)C1 (configuration not stated) ?
SMN2 splice enh: -3.1%; JMJD2E inh: 19.7%; L3MBTL1 inh: 6.8%; LMNA splice mod: 11.6%[46 µM]; Luc counter: 1.8%; ALDH1A1 inh: -1.0%; RECQ1 inh: inactive; Tau fibril ThT: -5.0%

How did CCC(C)NC(=O)Nc1ccc(Br)cc1Cl (configuration not stated) do in these assays?
JMJD2E inh: 6.1%; L3MBTL1 inh: 7.6%; ALDH1A1 inh: 1.3%; RECQ1 inh: inactive; Tau fibril ThT: -0.4%

Results for C/C(Cl)=C/CSc1nn2c(=O)c3ccccc3nc2s1 ?
SMN2 splice enh: 26.8%; JMJD2E inh: -0.3%; LMNA splice mod: -8.8%; Luc counter: -6.5%; ALDH1A1 inh: -12.9%; RECQ1 inh: -6.3%; Tau fibril ThT: -18.6%

What do the screens show for `Cc1ccccc1NC(=O)NCC1CCCO1` (configuration not stated)?
SMN2 splice enh: 2.0%; JMJD2E inh: -0.8%; LMNA splice mod: 5.5%; Luc counter: -2.8%; ALDH1A1 inh: 3.2%; RECQ1 inh: -1.4%; Tau fibril ThT: -0.1%

Results for O=C(OCCn1cncn1)c1cc2ccccc2oc1=O ?
JMJD2E inh: 3.7%; L3MBTL1 inh: -3.2%; LMNA splice mod: 7.8%; ALDH1A1 inh: 1.6%; RECQ1 inh: -7.7%; Tau fibril ThT: -25.6%

How did COC(=O)COc1ccc(S(=O)(=O)Nc2ccc3c(c2)OCO3)cc1Cl do in these assays?
SMN2 splice enh: 22.3%; JMJD2E inh: -4.2%; L3MBTL1 inh: -4.9%; LMNA splice mod: inconclusive; Luc counter: -0.5%; ALDH1A1 inh: 6.0%; RECQ1 inh: -0.9%; Tau fibril ThT: -0.7%

What do the screens show for `Cc1c(OCc2ccccc2)c(=O)ccn1Cc1ccc(Cl)cc1`?
SMN2 splice enh: 0.7%; JMJD2E inh: -3.9%; LMNA splice mod: -14.8%; Luc counter: -7.2%; ALDH1A1 inh: -7.0%; RECQ1 inh: -18.4%; Tau fibril ThT: -19.8%

What do the screens show for `O=C(NCCO)C1CCN(C(=O)c2ccc(-c3ccccc3)cc2)CC1`?
JMJD2E inh: -8.7%; L3MBTL1 inh: 2.1%; LMNA splice mod: inconclusive; Luc counter: -2.0%; ALDH1A1 inh: -6.4%; RECQ1 inh: inactive; Tau fibril ThT: -8.3%

How did COCCCNC(=O)CC(NS(=O)(=O)c1ccc(F)cc1)c1ccc(OC)cc1 (configuration not stated) do in these assays?
SMN2 splice enh: 8.0%; JMJD2E inh: 1.3%; LMNA splice mod: -5.0%; Luc counter: -2.5%; ALDH1A1 inh: 10.6%; RECQ1 inh: -4.0%; Tau fibril ThT: -5.0%

What do the screens show for `C=CCN1CN(CCc2ccccc2)CNC1=S`?
JMJD2E inh: 0.4%; L3MBTL1 inh: -0.6%; ALDH1A1 inh: inconclusive; RECQ1 inh: 0.6%; Tau fibril ThT: -12.3%

What do the screens show for `C[C@@H](C(=O)OCC(=O)Nc1cc(S(=O)(=O)N2CCOCC2)ccc1Cl)N1C(=O)C2CCCCC2C1=O` (some centres not stated)?
SMN2 splice enh: -35.4%; JMJD2E inh: -7.7%; L3MBTL1 inh: -0.1%; LMNA splice mod: -1.3%; Luc counter: 4.1%; ALDH1A1 inh: -1.5%; RECQ1 inh: -3.2%; Tau fibril ThT: -10.1%

Results for O=C(NNC(=S)NC(=O)c1sc2ccccc2c1Cl)c1ccc(Cl)cc1 ?
SMN2 splice enh: -47.4%[inhibitor]; JMJD2E inh: 8.8%; L3MBTL1 inh: 0.5%; LMNA splice mod: inconclusive; Luc counter: -0.3%; ALDH1A1 inh: 28.2µM*; RECQ1 inh: 0.5%; Tau fibril ThT: 14.1µM*

What do the screens show for `OCc1ccc(O)c2ncccc12`?
SMN2 splice enh: -50.3%[inhibitor]; JMJD2E inh: 15.8µM*; L3MBTL1 inh: 17.8µM*; LMNA splice mod: inconclusive; Luc counter: -5.2%; ALDH1A1 inh: -3.9%; RECQ1 inh: -10.5%; Tau fibril ThT: -15.4%

How did CCN(CC)CCNC(=O)c1ccc(Sc2ccc(C)cc2)c(NC(C)=O)c1 do in these assays?
SMN2 splice enh: -11.3%; JMJD2E inh: 1.8%; LMNA splice mod: 2.7%[46 µM]; Luc counter: -0.7%; ALDH1A1 inh: 1.8%; RECQ1 inh: 7.2%; Tau fibril ThT: -7.6%

How did Cc1ccc(S(=O)(=O)Nc2ccccc2/C=N/c2nc3ccccc3n2C(C)C)cc1 do in these assays?
SMN2 splice enh: -1.3%; JMJD2E inh: 4.8%; L3MBTL1 inh: 4.5%; LMNA splice mod: inconclusive; Luc counter: 0.2%; ALDH1A1 inh: 21.3%; RECQ1 inh: -2.6%; Tau fibril ThT: -14.0%

How did Cc1ccc(Cn2c(=N)c(C(=O)NCc3ccco3)cc3c(=O)n4ccccc4nc32)cc1 do in these assays?
SMN2 splice enh: -24.5%; JMJD2E inh: inconclusive; L3MBTL1 inh: -20.8%; LMNA splice mod: -1.9%; Luc counter: -2.3%; ALDH1A1 inh: inconclusive; RECQ1 inh: -23.4%; Tau fibril ThT: -16.6%

How did Clc1ccccc1-c1nn2c(-c3ccncc3)nnc2s1 do in these assays?
SMN2 splice enh: -5.6%; JMJD2E inh: 4.3%; L3MBTL1 inh: 5.3%; LMNA splice mod: -2.5%; Luc counter: -2.5%; ALDH1A1 inh: 11.2µM*; RECQ1 inh: -5.7%; Tau fibril ThT: -10.6%

What do the screens show for `CN(CCc1cnn(C)c1)Cc1cn(C)nc1-c1ccc2c(c1)OCCO2`?
SMN2 splice enh: 9.3%; JMJD2E inh: 2.2%; L3MBTL1 inh: -0.7%; Luc counter: -1.4%; ALDH1A1 inh: -15.4%; RECQ1 inh: 17.5%; Tau fibril ThT: 0.3%

Some of the compounds tested (hit frequency here may not be typical).
